STEP inh: STEP phosphatase inhibitors, primary screen, biochemical, fluorescence intensity, uHTS; Tyrosine-protein phosphatase non-receptor type 5 (Homo sapiens), P54829; recombinant STEP, OMFP fluorogenic substrate; inhibition, % at 20 µM; actives 0.25% (n = 360,000);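 active = inhibition at 20 µM, scaled per plate between control wells, above about 37%, limit read from the data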;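 note: 0% = DMSO with enzyme and substrate and 100% = substrate only without enzyme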
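Material: STEP (striatal-enriched tyrosine phosphatase) enzyme, cell-free | Medium: 50 mM Bis-Tris pH 6.0 with 2.5 mM DTT and 0.005% Tween 20 | Read-out: Percent inhibition scaled to no-enzyme and uninhibited-enzyme controls, plate-pattern corrected | Signal: Fluorescence read at 480 nm ex / 540 nm em | Times: 20 min reaction, room temperature, in the dark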
CSN inh: inhibitors of CSN-mediated cullin deneddylation, primary screen, biochemical, fluorescence polarization, uHTS; COP9 signalosome complex subunit 5 (Homo sapiens), Q92905; Purified CSN, SCF-Nedd8-OG deneddylation; inhibition, % at 12.5 µM; actives 0.38% (n = 360,000);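 active = pattern-corrected inhibition above about 35%, with an unprinted fluorescence ratio check between 0.5 and 1.5, limit read from the data, passing the limit was not always enough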;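 note: 0% = enzyme with substrate and 100% = substrate without enzyme; some results filed as inactive read as strong as hits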
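Assay system: purified human Csn5 enzyme expressed in HEK293T cells; measure: % inhibition; also added: SCFSkp2-Nedd8OG substrate at 10 nM final; technique: fluorescence polarization; times: reaction 90 min, room temperature; medium: Tris buffer pH 7.5, NaCl, DTT, Tween-20, trehalose, ovalbumin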
DNMT1 block: human DNMT1 methyltransferase inhibitors, primary screen, biochemical, molecular beacon, fluorescence, HinP1I cleavage, uHTS; actives 0.83% (n = 360,000); inhibition (reported as % activation of signal), % at 10 µM; AID 588458, 2011; in the data active = inhibition above about 50%
Rpn11 inh: Rpn11 (PSMD14) deubiquitinase inhibitors, primary screen, biochemical, fluorescence polarization, uHTS; human 26S proteasome, Ub4-pepOG fluorescence polarization; 20S core pre-blocked with epoxomicin; calls only at 20 µM; actives 0.59% (n = 360,000);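 active = inhibition at 20 µM, scaled to each plate's controls, above about 33%, limit read from the data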
Target sequence (O00487 whole entry, looked up): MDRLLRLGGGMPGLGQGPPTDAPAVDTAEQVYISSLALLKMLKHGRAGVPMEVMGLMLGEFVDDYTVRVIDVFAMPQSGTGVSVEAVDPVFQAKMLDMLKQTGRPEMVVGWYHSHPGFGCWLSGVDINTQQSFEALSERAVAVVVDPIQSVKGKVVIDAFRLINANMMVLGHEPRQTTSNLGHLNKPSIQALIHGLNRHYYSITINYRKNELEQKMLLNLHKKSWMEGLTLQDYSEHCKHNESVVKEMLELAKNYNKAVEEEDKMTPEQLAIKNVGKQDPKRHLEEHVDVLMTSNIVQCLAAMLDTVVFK
MsrA inh: bovine MsrA enzyme inhibitors, primary screen, biochemical, absorbance, HTS; Methionine sulfoxide reductase A (Bos taurus); purified bovine MsrA, absorbance read-out; inhibition, % at 15.5 µM; actives 0.75% (n = 360,000); in the data active = inhibition above about 4.5%;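 note: 0% = vehicle wells with enzyme and 100% = reference inhibitor wells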
LMPTP block: LMPTP phosphatase inhibitors, primary screen, biochemical, fluorescence intensity, uHTS; recombinant LMPTP-A, OMFP fluorogenic substrate; inhibition, % at 20 µM; actives 0.22% (n = 360,000);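 active = compounds that cut the enzyme signal by at least half of the control window in the single-dose screen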;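 note: plate controls were DMSO wells with enzyme plus substrate for no effect and substrate without enzyme for full effect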
Target sequence (P24666 whole entry, looked up): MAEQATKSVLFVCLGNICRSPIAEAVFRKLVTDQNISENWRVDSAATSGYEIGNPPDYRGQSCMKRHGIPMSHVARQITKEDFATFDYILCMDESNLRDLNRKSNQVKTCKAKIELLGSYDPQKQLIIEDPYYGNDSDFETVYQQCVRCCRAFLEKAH
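Assay system: LMPTP-A enzyme. Input: 0.625 nM LMPTP-A final. Probe or stimulus: 400 µM OMFP. Compound dosing: single 20 µM dose. Schedule: 50 min dark incubation at room temperature. Detection: fluorescence intensity of OMFP turnover product. Read-out: percent inhibition versus substrate-only and uninhibited controls. Benchmarks: no-enzyme low control, uninhibited high control.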
SUMO1-SIM PPI: modulators of SUMO1 protein-protein interactions, primary screen, biochemical, uHTS; Small ubiquitin-related modifier 1 (Homo sapiens), P63165; SUMO1 binding to a labelled peptide, TR-FRET, 1 h; inhibition, % at 20 µM; actives 0.33% (n = 360,000); AID 602429, 2012; in the data active = inhibition above about 37%
Target sequence (P63165 whole entry, looked up): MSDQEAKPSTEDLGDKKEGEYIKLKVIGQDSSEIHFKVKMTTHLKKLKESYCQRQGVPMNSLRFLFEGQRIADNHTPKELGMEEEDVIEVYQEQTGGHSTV
NadD block: inhibitors of S. aureus NadD, primary screen, biochemical, colorimetric, uHTS | Nicotinate-nucleotide adenylyltransferase NadD (Staphylococcus aureus N315) | purified NadD enzyme, colorimetric absorbance read-out | inhibition, % at 20 µM | actives 0.78% (n = 360,000) | AID 602399, 2012; in the data active = inhibition above about 26%; note: some compounds past the cut are filed as inactive
Tb MetRS inh: T. brucei MetRS inhibitors, primary screen, biochemical, luminescence | methionyl-tRNA synthetase (Trypanosoma brucei brucei) | purified T. brucei MetRS, ATP depletion, Kinase-Glo luminescence | inhibition, % at 11.9 µM | actives 0.4% (n = 360,000) | AID 624268, 2012;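 active = inhibition above a per-plate cutoff of the control wells' mean inhibition plus 3 SD, cut at about 5.5% in these data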;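 note: 0% = DMSO wells median and 100% = median of wells with control inhibitor compound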
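Assay system: T. brucei methionyl-tRNA synthetase, purified | Medium: HEPES buffer with MgCl2, KCl, DTT, spermine, BSA, pyrophosphatase | Compound: 11.9 µM single point | Incubation: 15 min enzyme-compound preincubation, 2 h reaction, 10 min detection, 25 °C | Measured by: Kinase-Glo luciferase luminescence reporting remaining unconsumed ATP | Measure: % inhibition normalized to control-well medians | Replication: Singlicate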
Scp-1 inhibitor: Scp-1 phosphatase inhibitors, primary screen, biochemical, colorimetric, uHTS. Carboxy-terminal domain RNA polymerase II polypeptide A small phosphatase 1 (Homo …. actives 0.88% (n = 340,000). inhibition, % at 20 µM. Recombinant Scp1, phosphopeptide, malachite green phosphate absorbance. AID 493091, 2011;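 active = inhibition above about 50% at 20 µM, limit read from the data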;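 note: plate controls were DMSO wells with enzyme for no effect and wells lacking enzyme for full effect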
Target sequence (Q9GZU7 76-261 limits assumed): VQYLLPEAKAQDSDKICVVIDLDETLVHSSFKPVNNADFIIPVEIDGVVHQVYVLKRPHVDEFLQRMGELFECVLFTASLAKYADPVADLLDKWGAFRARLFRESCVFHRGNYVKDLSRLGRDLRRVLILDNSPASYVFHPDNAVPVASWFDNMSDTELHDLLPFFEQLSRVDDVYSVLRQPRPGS
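Test system: SCP-1 phosphatase catalytic domain, residues 76-261 | Compound dosing: One concentration, 20 µM, with 1.0% DMSO | Schedule: 45 min room-temperature reaction, 5 min colour, 30 min stabiliser | Detection: Absorbance at 630 nm | Read-out basis: % inhibition of SCP-1 phosphate liberation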
* hit, by the source's call; i = inactive; / = not tested or not shown. Rows are unselected; overall some 3.9% were active at least once.

SMILES	STEP inh	CSN inh	DNMT1 block	Rpn11 inh	MsrA inh	LMPTP block	SUMO1-SIM PPI	NadD block	Tb MetRS inh	Scp-1 inhibitor
COc1cc2c(cc1OC)CN(Cc1ccc(OC)c(C)c1OC)CC2	-6	5	-4	i	0.5	0.0	-1	-5	-0.9	-11
Cc1ccc(C2CC(c3cccs3)=NN2C(=O)CSC2=NN3CCCC(=O)N=C3S2)cc1 (configuration not stated)	2	7	0	i	0.6	2.0	-8	8	-0.6	-3
Cc1ccc(S(=O)(=O)CCC(=O)OCc2ccccc2F)cc1	-2	-2	1	i	-0.9	-0.1	-1	-11	-0.6	-4
CC1=C(C(=O)OCC2CCCO2)C(c2ccccc2OC(C)C)C2=C(CC(c3ccco3)CC2=O)N1 (configuration not stated)	-1	-3	-7	i	0.7	2.6	-1	1	0.6	-6
CCC(C)n1c(=S)[nH]c2ccccc2c1=O (configuration not stated)	2	-18	0	i	-0.2	0.1	-2	-4	-1.0	-1
O=C(NCc1cccc(OC(F)(F)F)c1)c1ccc2c(c1)S(=O)(=O)c1cc(Cl)ccc1C2=O	0	-4	2	i	-1.1	-0.5	-10	-2	-0.1	-5
CC1=CC2(C)C(C3C(C)=CC2(C)C(=O)C3(C)O)C(C)(O)C1=O (configuration not stated)	-2	4	1	i	0.2	0.1	0	3	0.0	-8
CN(C)c1ccc(/C=N/NC(=O)CN(c2ccccc2Cl)S(C)(=O)=O)cc1Br	2	-7	-9	i	-1.1	1.2	-9	4	-1.0	-3
Cc1ccc(NC(=O)CSc2nnc(NC(=O)c3ccc(S(=O)(=O)N4CCOCC4)cc3)s2)cc1	-2	-4	-3	i	0.5	-1.2	5	2	0.1	-5
COc1ccc(-n2c(N)c(C(=O)NCc3cccnc3)sc2=S)cc1	-4	0	-1	i	2.4	-0.3	-25	-2	-0.1	-1
CCCN1CCN(C(=O)Nc2cccc(C(F)(F)F)c2)CC1	-3	3	8	i	0.0	-1.3	2	-2	-0.7	2
CC1(O)CC(C)(C)C(C#N)C(=O)N1 (configuration not stated)	1	-1	1	i	-0.6	-0.1	-3	-2	0.3	-8
N#C/C(=C\Nc1ccc(Cl)cc1)S(=O)(=O)c1ccccn1	4	4	-1	i	0.7	-0.6	6	-3	0.6	3
O=C(Oc1cccc(NC(=O)c2cccs2)c1)c1cccc(S(=O)(=O)N2CCCC2)c1	2	-5	-13	i	-0.4	3.3	7	-6	0.0	-16
Cc1ccccc1NC(=O)CSc1nnc(-c2ccco2)c(-c2ccco2)n1	6	42	106*	i	/	29	27	15	0.6	68*
NC(=O)c1nsc(C(=O)N(c2ccc(F)cc2)C(C(=O)NCC2CCCO2)c2c[nH]c3ccccc23)c1N (configuration not stated)	-2	1	-2	i	1.4	-0.2	-14	2	-0.4	2
O=C(Nc1ccccc1)c1cccc2c(-c3cccnc3)coc12	5	3	-3	i	0.4	1.5	11	-5	0.6	/
CC(C)(C)N1C(=O)c2ccc(C(=O)Nc3ccc(O)cc3)cc2C1=O	-2	-6	4	i	0.6	0.7	-14	1	-0.3	-2
Cc1ccc(-c2nnn(CC(=O)N(Cc3ccco3)C(C(=O)NC(C)(C)C)c3ccncc3)n2)o1 (configuration not stated)	0	4	-2	i	-1.8	-2.2	3	-3	-0.6	-10
CCCCN1CN=C(Nc2nc3ccccc3o2)NC1	0	6	4	i	-0.3	-1.6	0	-2	-0.3	3
COc1ccccc1N1CCN(C(=O)c2ccc(NC(C)=O)cc2)CC1	-1	5	-5	i	-2.6	-1.5	-1	1	-1.1	-5
CCC(=O)NC(NC(=O)CC)C(Cl)Cl	-4	-1	1	i	0.1	-0.3	-3	-9	-0.6	-2
COc1ccc(-n2c(N3CCN(C)CC3)nc3sc4c(c3c2=O)CCCCC4)cc1	0	-2	-2	i	-0.2	-0.7	2	-4	-1.4	24
O=c1[nH]c2cc3c(cc2cc1CN(CCN1CCOCC1)C(=S)NCC1CCCO1)OCO3 (configuration not stated)	-3	0	1	i	1.9	-0.8	4	0	0.4	-3
O=C(COc1ccccc1)Nc1ccccc1C(=O)NCc1ccco1	1	7	1	i	-0.2	1.2	30	-5	-0.1	-11

Laid out differently: results already given
SMILES | STEP inh | CSN inh | DNMT1 block | Rpn11 inh | MsrA inh | LMPTP block | SUMO1-SIM PPI | NadD block | Tb MetRS inh | Scp-1 inhibitor
O=C(Oc1cccc(NC(=O)c2cccs2)c1)c1cccc(S(=O)(=O)N2CCCC2)c1 | 2 | -5 | -13 | i | -0.4 | 3.3 | 7 | -6 | 0.0 | -16
Cc1ccccc1NC(=O)CSc1nnc(-c2ccco2)c(-c2ccco2)n1 | 6 | 42 | 106* | i | / | 29 | 27 | 15 | 0.6 | 68*
NC(=O)c1nsc(C(=O)N(c2ccc(F)cc2)C(C(=O)NCC2CCCO2)c2c[nH]c3ccccc23)c1N (configuration not stated) | -2 | 1 | -2 | i | 1.4 | -0.2 | -14 | 2 | -0.4 | 2
O=C(Nc1ccccc1)c1cccc2c(-c3cccnc3)coc12 | 5 | 3 | -3 | i | 0.4 | 1.5 | 11 | -5 | 0.6 | /
CC(C)(C)N1C(=O)c2ccc(C(=O)Nc3ccc(O)cc3)cc2C1=O | -2 | -6 | 4 | i | 0.6 | 0.7 | -14 | 1 | -0.3 | -2
Cc1ccc(-c2nnn(CC(=O)N(Cc3ccco3)C(C(=O)NC(C)(C)C)c3ccncc3)n2)o1 (configuration not stated) | 0 | 4 | -2 | i | -1.8 | -2.2 | 3 | -3 | -0.6 | -10
CCCCN1CN=C(Nc2nc3ccccc3o2)NC1 | 0 | 6 | 4 | i | -0.3 | -1.6 | 0 | -2 | -0.3 | 3
COc1ccccc1N1CCN(C(=O)c2ccc(NC(C)=O)cc2)CC1 | -1 | 5 | -5 | i | -2.6 | -1.5 | -1 | 1 | -1.1 | -5
CCC(=O)NC(NC(=O)CC)C(Cl)Cl | -4 | -1 | 1 | i | 0.1 | -0.3 | -3 | -9 | -0.6 | -2
COc1ccc(-n2c(N3CCN(C)CC3)nc3sc4c(c3c2=O)CCCCC4)cc1 | 0 | -2 | -2 | i | -0.2 | -0.7 | 2 | -4 | -1.4 | 24
O=c1[nH]c2cc3c(cc2cc1CN(CCN1CCOCC1)C(=S)NCC1CCCO1)OCO3 (configuration not stated) | -3 | 0 | 1 | i | 1.9 | -0.8 | 4 | 0 | 0.4 | -3
O=C(COc1ccccc1)Nc1ccccc1C(=O)NCc1ccco1 | 1 | 7 | 1 | i | -0.2 | 1.2 | 30 | -5 | -0.1 | -11

(more compounds)
SMILES	STEP inh	CSN inh	DNMT1 block	Rpn11 inh	MsrA inh	LMPTP block	SUMO1-SIM PPI	NadD block	Tb MetRS inh	Scp-1 inhibitor
O=C(c1cc2nc(C3CC3)cc(C(F)(F)F)n2n1)N1CCCC1	-2	2	0	i	0.4	-1.5	-5	1	-0.5	-13
O=C(c1ccccc1)c1ccc(OCC(O)CNC2CCCc3ccccc32)cc1 (configuration not stated)	1	-9	-3	i	0.3	-2.1	2	-2	-0.3	-7
COc1ccc(C2C(C#N)=C(N)Oc3c2c(C)nn3-c2ccccc2)cc1Cn1nc(C)c([N+](=O)[O-])c1C (configuration not stated)	-2	5	-20	i	0.6	1.7	3	15	-0.7	-1
O=C(COc1ccc(Br)cc1)NCCNC(=O)c1cccnc1	-2	-1	-2	i	1.1	-0.5	-5	1	-0.1	5
COc1ccc(-c2nc(NC(=O)c3nc4nccc(C)n4n3)sc2C)cc1	-2	-5	-1	i	2.2	2.4	-1	8	0.1	-8
Cc1ccc(NC(=S)N/N=C2/CCCc3c(C)cc(C)cc32)cc1	1	-7	1	i	-1.1	0.8	4	2	0.0	-8
O=C(Cc1coc2cc(O)ccc12)NNC(=O)c1cccs1	0	0	4	i	0.8	-2.3	3	4	0.3	-10
CC(=O)c1ccccc1NC(=O)CC1(CC(=O)O)CCCCC1	-1	5	-1	i	-0.3	-1.1	-1	-2	-0.5	-1
Cc1ccc2nc(C)cc(C(=O)N3CCCC(CO)(Cc4ccccc4C)C3)c2c1 (configuration not stated)	0	-6	-1	i	0.6	0.5	-2	-5	-1.0	-4
COc1ccccc1C(=O)NCCC(=O)NC1CCCCC1C (configuration not stated)	-1	-1	0	i	0.5	-0.1	2	-3	0.2	1
C[C@H]1CN([C@@H](C)CO)C(=O)CCCn2nncc2CO[C@@H]1CN(C)C(=O)Cc1ccccc1	-1	4	0	i	0.4	-1.8	1	-4	-0.3	/
CCOC(=O)N[C@H](Cc1c[nH]c2ccccc12)C(=O)NC1CC1	-3	-2	3	i	-0.1	-0.9	2	-2	-0.2	-5
CCOC(=O)Cn1cc(/C=C/[N+](=O)[O-])c2ccccc21	1	-8	2	i	4.2	0.6	-14	3	-0.4	-9
COc1cccc(CNc2ccc(F)c(Cl)c2)c1O	-2	-7	-5	i	0.8	-0.3	-2	-7	0.0	-3
COc1cccc(NC(=O)CN2C(=O)C(=O)N(C3CCCC3)C2=O)c1	-3	-6	-3	i	0.8	-0.6	1	0	-0.3	-1
O=C(CCC(=O)OCC(=O)c1ccc(Cl)cc1Cl)Nc1cccc2cccnc12	2	5	2	i	0.7	2.3	10	15	0.1	1
Cc1c(C)c2ccc(OC(C)C(=O)NCc3ccccn3)cc2oc1=O (configuration not stated)	0	-6	0	i	1.1	-0.2	1	-1	0.0	-3
COc1cccc(/C=C/C(=O)OCC(=O)NCCC2=CCCCC2)c1	2	1	0	i	-0.7	-0.3	-7	-5	-1.5	6
